Screening results deposited in PubChem by several laboratories.
BoNT A protease = BoNT/A light chain protease inhibitors, primary screen, biochemical, flow cytometry, MLPCN library | multiplex microsphere protease substrate cleavage | inhibition, % at 10 µM | actives 0.17% (n = 360,000); note: plate controls were buffer without enzyme for full effect and enzyme alone for no effect
Y pestis TopoI = Yersinia pestis topoisomerase I inhibitors, primary screen, biochemical, cleavage product accumulation, plate reader, single point; DNA topoisomerase I (Yersinia pestis CO92); actives 0.064% (n = 360,000); Y. pestis Topo-I cleavage product accumulation; activity, % at 10 µM; in the data active = activity above about 50%, passing the limit was not always enough; inconclusive = no clear call, values can overlap the other calls; note: inactives centre near 2
PriA SSB inh = inhibitors of Klebsiella pneumoniae PriA binding to SSB C-terminal tail, primary screen, biochemical, AlphaScreen; AlphaScreen SSBct-PriA binding, biotinylated peptide; inhibition, % at 33 µM; actives 0.6% (n = 430,000); in the data active = inhibition mostly above about 37%, no sharp cut-off; inactive = mostly below about 20%;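 note: plate controls were negative control peptide for no effect and reference peptide for full effect; strong numbers were not always called active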
3CLpro inhibitor = SARS-CoV 3CLpro protease inhibitors, primary screen, biochemical, quenched FRET; Replicase polyprotein 1ab (Severe acute respiratory syndrome coronavirus), P0C6X7; recombinant SARS-CoV 3CLpro, quenched FRET peptide cleavage; inhibition, % at 6 µM; actives 0.14% (n = 290,000); AID 1706, 2009; in the data active = inhibition above about 12%
BH1578 lux ind = inducers of Vibrio cholerae quorum light production without autoinducers, primary screen, BH1578 luxS cqsA deficient, single point; V. cholerae BH1578 lux reporter, luminescence, 6 h; AID 588436, 2011; actives 0.16% (n = 350,000); activation, % at 18.7 µM; in the data active = activation mostly above about 9.7%, no sharp cut-off; inconclusive = no clear call, values can overlap the other calls; inactive = mostly below about 3.7%; note: not every result past the cut was called active; inactives centre near 0; reference of the scale not given here
PfHsp40 rescue = rescue of yeast from PfHsp40 toxicity, primary screen, S. cerevisiae, ATP luminescence; S. cerevisiae expressing PfHsp40, growth rescue; growth rescue, % at 12.5 µM; actives 0.68% (n = 340,000); AID 504582, 2011; in the data active = growth rescue above about 28%, passing the limit was not always enough; inconclusive = no clear call, values can overlap the other calls;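 note: yeast W303a lacking pdr1 and pdr3 grown in galactose medium; growth measured after three days at 30 °C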
TcdB GH inh = TcdB glycohydrolase inhibitors, primary screen, biochemical, single point, plate reader. Toxin B (Clostridioides difficile), P18177. TcdB glycohydrolase enzymatic assay. inhibition, % at 9.99 µM. actives 0.24% (n = 350,000). AID 652162, 2013; in the data active = inhibition above about 10%
Anthrax LF prot = Bacillus anthracis LF protease inhibitors, primary screen, biochemical, multiplex microsphere, MLPCN library. multiplex microsphere protease cleavage assay. inhibition, % at 10 µM. actives 0.12% (n = 360,000); note: plate controls were buffer without enzyme for full effect and enzyme alone for no effect
Target sequence (P15917 whole entry, looked up): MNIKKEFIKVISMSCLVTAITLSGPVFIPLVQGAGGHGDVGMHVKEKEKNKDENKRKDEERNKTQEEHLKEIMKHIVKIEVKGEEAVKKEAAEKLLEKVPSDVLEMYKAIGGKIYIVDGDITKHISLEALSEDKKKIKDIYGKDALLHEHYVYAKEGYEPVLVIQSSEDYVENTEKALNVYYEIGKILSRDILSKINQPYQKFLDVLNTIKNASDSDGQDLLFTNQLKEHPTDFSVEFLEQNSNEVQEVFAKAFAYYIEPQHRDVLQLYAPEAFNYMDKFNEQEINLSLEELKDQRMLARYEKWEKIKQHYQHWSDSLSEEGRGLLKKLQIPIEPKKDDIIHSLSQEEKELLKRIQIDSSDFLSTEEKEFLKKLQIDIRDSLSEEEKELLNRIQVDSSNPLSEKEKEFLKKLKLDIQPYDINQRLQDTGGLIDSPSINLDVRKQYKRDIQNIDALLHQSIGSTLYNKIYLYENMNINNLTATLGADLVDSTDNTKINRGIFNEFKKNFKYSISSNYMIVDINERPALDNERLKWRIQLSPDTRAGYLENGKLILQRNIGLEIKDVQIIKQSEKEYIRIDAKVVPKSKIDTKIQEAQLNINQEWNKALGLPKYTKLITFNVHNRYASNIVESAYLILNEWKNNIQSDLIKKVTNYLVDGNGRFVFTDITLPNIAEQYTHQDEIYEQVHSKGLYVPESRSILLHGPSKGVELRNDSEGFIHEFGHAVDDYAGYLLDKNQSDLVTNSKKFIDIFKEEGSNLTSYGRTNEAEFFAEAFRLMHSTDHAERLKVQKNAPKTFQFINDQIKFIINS
PrPC TRFRET = inhibitors of human cell surface prion protein PrPC, primary screen, cell-based, TR-FRET. inhibition, % at 13.8 µM. TR-FRET read-out. actives 0.43% (n = 370,000). Major prion protein (Homo sapiens), P04156. AID 720596, 2013; in the data active = inhibition above about 24%; note: 0% = median of the test wells and 100% = reference compound wells
The depositor's hits bear a star; i = inactive; ? = inconclusive; / = not tested or not shown; & = joins results of further samples. Cut-off read from the data, not from the text of the source, unless noted: active = inhibition above about 30%; inconclusive = no clear call, values can overlap the other calls; inactive = below that. The list is partial (hit frequency here may not be typical).

The first four records as a preview:
SMILES	BoNT A protease	Y pestis TopoI	PriA SSB inh	3CLpro inhibitor	BH1578 lux ind	PfHsp40 rescue	TcdB GH inh	Anthrax LF prot	PrPC TRFRET
COCCNc1ncnc2c1ncn2[C@H]1CN(CCc2ccccc2)C[C@@H](CO)O1	-0.7	8	/	/	-0.7	/	0.8	-5	0
COc1ccc(CNc2nc3c(c(=O)n(Cc4ccc(F)cc4)c(=O)n3C)n2C)cc1	?	8	8	2	i	6.1	-0.6	-5	3
COc1ccc(OC)c(NC(=O)Cn2cc(C#N)c3cc(Br)ccc32)c1	0.7	6	12	-1	-0.4	-1.2	/	0	-1
CCC1(CC)Cc2ccccc2C(=C(C#N)C#N)N1	0.4	3	4	-2	-3.0	2.6	/	0	0

The list itself, repeating the preview:
SMILES	BoNT A protease	Y pestis TopoI	PriA SSB inh	3CLpro inhibitor	BH1578 lux ind	PfHsp40 rescue	TcdB GH inh	Anthrax LF prot	PrPC TRFRET
COCCNc1ncnc2c1ncn2[C@H]1CN(CCc2ccccc2)C[C@@H](CO)O1	-0.7	8	/	/	-0.7	/	0.8	-5	0
COc1ccc(CNc2nc3c(c(=O)n(Cc4ccc(F)cc4)c(=O)n3C)n2C)cc1	?	8	8	2	i	6.1	-0.6	-5	3
COc1ccc(OC)c(NC(=O)Cn2cc(C#N)c3cc(Br)ccc32)c1	0.7	6	12	-1	-0.4	-1.2	/	0	-1
CCC1(CC)Cc2ccccc2C(=C(C#N)C#N)N1	0.4	3	4	-2	-3.0	2.6	/	0	0
COc1ccc2c(C)cc3nncn3c2c1	0.1	-15	-1	-6	i	-0.5	1.1	-5	7
CC(/C=N\NC(=O)CN1CCN(S(=O)(=O)c2ccc(C)cc2)CC1)=C\c1ccccc1	0.2	30	/	5	-3.4	2.1	/	1	-6
CCCCN(C)c1c(C)nc2ccc(C(=O)NCc3ccc4c(c3)OCO4)cn12	-0.2	19	/	/	-3.0	/	2.3	-7	-6
COc1ccc(NC(=O)CN2CCC(NC(=O)c3ccco3)CC2)c([N+](=O)[O-])c1	2.2	3	8	0	i	1.3	0.1	3	-22
O=C(O)C1CCN(c2nc(-c3ccccc3)c3cc(Br)ccc3n2)CC1	3.2	8	6	5	0.4	-0.1	-0.5	0	13
COc1ccc(N2CCN(C(=O)CN3C(=O)NC4(CCCc5ccccc54)C3=O)CC2)cc1 (stereo unspecified)	-2.4	15	4	/	-2.0	-0.5	0.1	-7	5
COCCN(C(=O)COc1ccccc1)c1nnc(-c2cccnc2)s1	-0.6	6	0	1	-0.5	-1.1	/	-2	-1
COc1ccc(CNc2ccc(S(=O)(=O)N3CCN(C)CC3)cn2)cc1OC	-4.1	-2	-12	/	0.6	0.3	2.2	-2	-2
CN(C(=O)c1cccc(NC(=O)Cc2cccc(NC(=O)C3CCN(S(=O)(=O)c4cccc([N+](=O)[O-])c4)CC3)c2)c1)C1CC1	-0.2	15	-11	/	i	-0.2	0.7	-1	-14
Cc1[nH]nc2c1C(c1ccsc1)C1=C(CC(C)(C)CC1=O)N2 (stereo unspecified)	2.3	-2	-11	1	-0.4	/	0.6	-5	-1
O=C(NC(=S)N1CCCCC1)c1cccs1	-0.9	0	-7	3	-0.4	-1.1	/	-1	0
COc1ccccc1CCNC(=O)c1nccnc1C(=O)O	-3.3	2	-11	-3	-18	0.1	/	-11	/
O=C(Nc1ccc(C(=O)N2CCOCC2)cc1)Nc1cccc(C(F)(F)F)c1	-2.7	-5	-2	-3	-0.7	2.3	1.1	-1	11
COc1cc(Br)cc(CN2CCN(C=O)CC2)c1O	0.4	3	3	-4	i	-0.7	-2.1	-6	-6
O=C(NC(=S)N1CCCCC1c1cccnc1)c1ccccc1 (stereo unspecified)	-0.5	-2	-8	-2	0.2	-0.6	0.9	-2	-3
O=C1NC[C@H](CCCCN2CCN(CC3CCCCC3)C(=O)C2=O)N(CCc2ccccc2)C1=O	0.0	/	/	/	/	/	0.5	-5	8
COc1cccc(/C(C)=N/NC(=O)c2ccc(N(C)C)cc2)c1	0.7	-4	/	0	i	0.2	/	2	5
CCc1nc2c(OCC=C(C)C)cccn2c1N(C)C(=O)c1ccc(OC)cc1	-0.2	5	/	/	-0.6	/	0.7	-2	1
COCCNC(=S)NNC(=O)c1cccs1	0.6	5	-17	-2	i	2.4	2.0	5	1
O=C(/C=C/c1ccc(Br)cc1)NC(=S)N1C[C@H]2C[C@H](C1)c1cccc(=O)n1C2	-0.3	6	5	2	-0.5	2.8	0.7	-16	-6
CCCCN(C)S(=O)(=O)c1cc2c3c(c1)CCC(=O)N3CCC2	-0.4	7	-13	-3	i	-0.4	1.1	-1	8
CC(=O)NCCCOc1ccc([N+](=O)[O-])cc1Cl	3.8	3	2	0	1.6	0.0	0.6	3	-6
CCOc1ccc(NC(=O)CSc2nnnn2-c2ccc(C(N)=O)cc2)cc1	-3.0	7	10	-3	i	-1.2	1.8	-10	4
COc1cc(Cc2cnc(N)nc2N)cc(OC)c1OC	0.2&-0.5	2&1	-8	-3&-2	i	1.8&0.5	0.9&0.3	2&-6	-1&-1
Cc1ncc(CO)c2cc(C(=O)Nc3ccccc3Cl)c(=Nc3cccc(C(N)=O)c3)oc12	-2.7	8	-3	-6	i	1.0	0.1	-4	-4
COc1ccc(-c2cncnc2N)cc1OC	-0.9	-1	/	/	-0.5	/	1.2	-8	-5
COC(C[C@H](O)C[C@@H](O)COCc1ccccc1)OC	-0.4	-3	-6	/	i	-1.1	3.1	-4	5
Cc1ccc2c(c1)C(=O)C(=O)N2CC(=O)Nc1ccc(N2CCOCC2)cc1	-0.9	0	0	2	-3.3	0.3	1.1	-13	-11
O=C(Nc1nnc(-c2ccccc2)s1)c1cc(S(=O)(=O)N2CCOCC2)c(Cl)cc1Cl	?	-4	-17	9	i	1.8	/	-2	1
CC(C)c1ccc(S(=O)(=O)N2CCCCC2)cc1	0.3	4	-27	2	-0.3	-0.4	0.6	-1	-5
Cc1nc(SCC(=O)N2CCNC2=O)c(C#N)c(C)c1C	-0.8	1	/	/	i	/	13*	-4	-11
C/C(CC1CC(C)OC1=O)=N\NC(N)=S (stereo unspecified)	0.2	2	/	0	/	-1.1	0.7	1	3
COC(=O)c1ccc2c(=O)n(-c3ccccc3F)c(=S)[nH]c2c1	0.2	-4	0	6	-0.4	-0.5	-0.9	1	8
c1ccc(-c2nnc(CSc3nnc(-c4cccs4)o3)o2)cc1	1.0	-2	-15	7	-5.3	-0.5	/	-3	-1
CN1C(=O)C(C2c3ccccc3C(=O)N2Cc2ccc([N+](=O)[O-])cc2)C(=O)N(C)C1=O (stereo unspecified)	2.2	-10	-1	-6	-0.7	-2.3	/	1	-15
Cc1cc(C)c(S(=O)(=O)Nc2ccccc2-c2ccccc2)c(C)c1	-0.8	-6	-47	2	-0.4	1.2	3.7	0	6
O=C(CN1C(=O)c2ccccc2S1(=O)=O)N1CCc2ccccc21	-0.7	0	0&-15	3	i	-3.0	/	1	-3
Cc1ccccc1NC(=O)CSc1n[nH]c(-c2ccccn2)n1	-1.6	3	106*	0	0.5	-2.2	0.3	6	8
Cc1nc2ccc3nc(NC(=O)c4ccc5c(c4)OCCO5)sc3c2s1	0.6	13	-11	-2	-1.9	-1.1	/	2	4
COc1ccc(CNC(=O)CSc2nc3ccc(OC)cc3[nH]2)cc1	-2.4	2	-8	-6	i	0.4	1.1	0	7
Cc1cc(-c2nc(C)c(C(=O)NNS(=O)(=O)c3ccccc3)s2)no1	/	-2	-4	0	0.0	/	0.8	/	-11
O=C(CN1C(=O)C(=O)c2ccccc21)c1ccc(Cl)cc1	0.3	10	4	7	i	1.6	0.4	-2	0
O/N=C1/CCCCC1c1ccccn1 (stereo unspecified)	-0.3	1	/	4	i	1.3	/	2	-1
CC1CCN(C(=O)c2ccccc2NC(=O)c2cccs2)CC1	0.9	5	-3	0	-0.4	0.0	-1.1	-1	4
CN(C)CCCN(C(=O)c1ccc(Br)s1)c1nc2cc3c(cc2s1)OCCO3	1.2	-10	-2	/	i	0.2	0.7	-8	-5
COc1cc(-c2cc(NC=O)c3ncc(-c4ccc(C(C)=O)cc4)n3c2)cc(OC)c1OC	0.5	25	/	/	-0.2	/	0.4	-4	-15
Cc1cccc(NC(=O)/C(C#N)=C/c2cn(CC(=O)NCc3ccco3)c3ccccc23)c1C	-0.3	6	-14	-1	-0.3	-1.6	/	-1	-6
CCCCC(=O)NCCc1cc2c(C)ccc(C)c2[nH]c1=O	-0.2	6	-12	-8	-0.3	-0.8	1.0	-10	-1
O=C(Nc1ccc(Cl)cc1)Nc1ccccc1C(=O)NCc1ccco1	-1.5	-1	3	4	-3.3	0.2	/	-5	15
CC(=O)c1ccc(N(C(=O)CNC(=O)c2cccs2)C(C(=O)NCC2CCCO2)c2ccccc2)cc1 (stereo unspecified)	-0.2	0	-6	-4	-0.4	-1.0	1.0	0	-7
CCOC(=O)C1=CC[C@H]2c3c(c4ccccc4n3C)C(=O)C1N2Cc1ccccc1	1.0	5	8	/	-0.4	-0.8	1.8	5	0
O=C(Nc1ccc(S(=O)(=O)N2CCCC2)cc1)c1ccc([N+](=O)[O-])o1	0.3	-4	-3	/	-5.5	2.8	-4.3	2	/
COc1ccc(Cl)cc1NC(=S)NCc1ccco1	-1.6	-8	20	6	i	0.8	/	0	2
CCOc1ccc(CCNC(=O)CN2C(=O)NC3(CCCCC3C)C2=O)cc1OCC (stereo unspecified)	3.2	2	-21	/	-0.9	1.1	-1.5	-5	-2
O=S(=O)(NCc1ccc2c(c1)OCO2)c1ccc2oc3ccccc3c2c1	-0.2	2	-17	-2	-0.9	1.1	/	-1	2
O=C(Nc1nc(OCC(F)(F)F)cnc1/C=C\c1ccccc1)c1ccccc1	-0.2	-2	/	/	i	/	1.1	-1	-4

The results go on.
SMILES	BoNT A protease	Y pestis TopoI	PriA SSB inh	3CLpro inhibitor	BH1578 lux ind	PfHsp40 rescue	TcdB GH inh	Anthrax LF prot	PrPC TRFRET
CCOC(=O)C1=C(C)N(C[C@@H]2CC[C@@H](Cc3ccc4cc(OC)ccc4c3)O2)C(=O)NC1c1ccc(OC)cc1 (stereo partly specified)	-0.3	42	-14	/	i	0.2	0.3	-3	6
CC(C)Oc1ccc(C(=O)O)c(C(=O)O)c1	?	-2	-5	-5	-1.0	1.3	/	-1	-2
Cc1nc2ccc(NC(=O)N3CCOCC3)cc2s1	0.3	0	2	1	i	-1.0	/	2	0
CCN(CC)S(=O)(=O)c1cccc(C(=O)NCC(=O)OCC(=O)NCc2ccccc2)c1	-1.7	11	3	-1	-3.8	-0.6	/	-1	3
COc1ccc2nc(SCC(=O)NCc3ccc4c(c3)OCO4)[nH]c2c1	0.4	8	-3	2	-0.3	-0.1	/	-1	0
O=C1c2ccccc2C(Nc2ccc3c(c2)OCCO3)N1Cc1ccc2c(c1)OCO2 (stereo unspecified)	0.1	15	26	-5	i	6.0	0.3	-6	8
CC1=C(C(=O)NCc2ccccn2)C2(CCC(C)CC2)OC1=O (stereo unspecified)	-0.5	-7	-6	0	i	-0.2	-0.9	-1	6
Cc1cccc(NC(=O)C2CCN(C(=O)N3CCOc4ccccc43)CC2)c1C	-0.8	-2	-7	-4	-2.5	0.9	0.8	-1	0
CC(=O)Nc1ccc(CC(=O)N2CCN(Cc3ccccc3)CC2)cc1	-3.5	0	-1	0	-0.5	-0.3	0.8	-6	9
O=C(OCC(=O)N(c1ccccc1)C1CCCCC1)c1ccc(CO)cc1	-2.1	25	-4	/	1.5	0.8	-2.8	-3	3
CCc1ccccc1NC(=O)CCN1C(=O)C2CC=CCC2C1=O (stereo unspecified)	-0.5	5	-24	0	i	-1.1	0.8	0	-3
